Screening results as filed in PubChem BioAssay.
APJ ag: activates the human apelin receptor APJ | P35414 | CHO-K1 APJ PathHunter beta-arrestin, luminescence; 0% DMSO wells, 100% apelin | activation, % at 20 µM | 330,000 compounds, 0.11% hits | AID 2520;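 active = activation more than six SD over the plate average, tested at 20 µM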;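 note: 0% = DMSO alone and 100% = apelin-13 at 10 nM; some results filed as inactive read as strong as hits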
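Assay system: CHO-K1 APJ beta-arrestin complementation cell line / Compound: single test compound dose, 20 µM final, 1% DMSO / Times: overnight seeding, 90 min compound at 25 °C, 1 h detection / Technique: beta-gal luminescence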
NALP3 yeast inh: blocks the NALP3 inflammasome reconstituted in yeast | Yeast reconstituted NLRP3/ASC/caspase-1, beta-gal luminescence, 24 h | inhibition, % at 10 µM | 330,000 compounds, 0.39% hits | AID 2825;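 active = inhibition of 50% or more; inactive = inhibition below 50%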;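 note: plate controls were induced DMSO wells for no effect and uninduced yeast grown without galactose for full effect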
TIM10 inh: inhibits growth of TIM10 yeast strain; S. cerevisiae TIM10 strain growth, BacTiter-Glo luminescence, 24 h; inhibition, % at 10 µM; 330,000 compounds, 1.4% hits;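 active = inhibition of 40% or more at the single tested concentration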;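 note: wild-type TIM10 isogenic control strain grown at permissive 25 °C; 0% = DMSO yeast wells and 100% = minimal medium wells without yeast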
NR3A LBD binder: modulates the human NR3A ligand-binding domain; NR3A LBD differential scanning fluorimetry, Tm shift; 0% = protein alone, 100% = glycine-bound protein; Tm shift relative to glycine control, % at 25 µM; 340,000 compounds, 2.5% hits;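 active = melting temperature shift of at least 10% of the positive control shift, at one fixed dose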
Mdm2-MdmX inh: human Mdm2/MdmX binding inhibition; SaOS-2 split-luciferase Mdm2/MdmX complementation, luminescence; inhibition, % at 8 µM; 330,000 compounds, 3% hits;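 active = inhibition of at least 50% at 8 µM in the primary screen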
Target sequence (O15151 whole entry, looked up): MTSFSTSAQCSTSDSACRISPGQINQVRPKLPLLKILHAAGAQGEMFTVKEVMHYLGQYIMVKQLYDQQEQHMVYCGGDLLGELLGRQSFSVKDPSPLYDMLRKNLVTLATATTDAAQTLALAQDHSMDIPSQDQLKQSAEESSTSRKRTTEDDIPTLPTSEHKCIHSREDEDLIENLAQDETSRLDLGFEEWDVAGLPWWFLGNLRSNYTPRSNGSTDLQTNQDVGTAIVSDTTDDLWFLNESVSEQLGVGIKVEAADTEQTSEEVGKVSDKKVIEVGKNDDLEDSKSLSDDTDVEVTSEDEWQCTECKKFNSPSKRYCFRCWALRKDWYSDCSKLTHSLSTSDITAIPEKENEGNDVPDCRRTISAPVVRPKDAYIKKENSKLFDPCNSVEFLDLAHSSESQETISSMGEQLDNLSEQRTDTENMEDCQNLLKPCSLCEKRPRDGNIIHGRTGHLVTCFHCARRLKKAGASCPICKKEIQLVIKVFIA
Target sequence (Q00987 whole entry, looked up): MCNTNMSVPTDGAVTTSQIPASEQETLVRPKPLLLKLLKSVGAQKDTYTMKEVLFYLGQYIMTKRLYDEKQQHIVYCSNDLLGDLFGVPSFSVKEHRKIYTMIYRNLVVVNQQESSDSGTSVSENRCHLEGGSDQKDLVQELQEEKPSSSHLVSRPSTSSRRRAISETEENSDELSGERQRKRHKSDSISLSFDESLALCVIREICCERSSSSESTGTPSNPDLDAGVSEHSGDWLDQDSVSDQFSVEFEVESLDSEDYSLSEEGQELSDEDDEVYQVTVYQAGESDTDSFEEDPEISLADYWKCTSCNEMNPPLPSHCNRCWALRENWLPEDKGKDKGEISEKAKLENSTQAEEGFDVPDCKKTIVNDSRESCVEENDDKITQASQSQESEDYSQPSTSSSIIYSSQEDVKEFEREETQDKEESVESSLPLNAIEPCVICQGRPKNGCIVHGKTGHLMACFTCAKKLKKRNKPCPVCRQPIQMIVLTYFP
UPR XBP1 act: adaptive UPR (XBP1) activation; AID 463104; CHO-XBP1 luciferase reporter, IRE1-XBP1 UPR activation, luminescence; percent of tunicamycin response, DMSO as zero; 330,000 compounds, 0.33% hits; activation, % at 20 µM;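 active = versus positive control, 20 µM dose yields 30% or more activation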;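 note: 100% = tunicamycin at 10 µg/mL and 0% = DMSO only wells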
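Assay system: CHO-XBP1 luciferase reporter cells; Schedule: 6 h treatment, 37 °C; Detection: glow luminescence from Steady-Glo reagent; Benchmarks: high control tunicamycin 10 µg/mL final, low control DMSO vehicle only.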
tim10-1 inh: growth inhibitors of tim10-1 mutant yeast | 330,000 compounds, 2.2% hits | inhibition, % at 20 µM | AID 463190 | S. cerevisiae tim10-1 ts strain growth, BacTiter-Glo, 24 h;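 active = inhibition of at least 40%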;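 note: mutant grown at 25 °C; 0% = DMSO wells with yeast and 100% = wells holding no yeast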
tim23-1 inh: inhibits growth of tim23-1 mutant yeast; AID 463212; 330,000 compounds, 1.3% hits; S. cerevisiae tim23-1 growth, BacTiter-Glo luminescence, 24 h; inhibition, % at 20 µM;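 active = growth inhibition of the mutant yeast at or above 50%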;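 note: temperature-sensitive mutant grown at 25 °C; plate controls were DMSO-treated mutant yeast for no effect and medium wells lacking yeast for full effect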
CHOP UPR activ: apoptotic UPR (CHOP) activation; 330,000 compounds, 0.34% hits; activation, % at 10 µM; CHO-CHOP luciferase reporter, luminescence; percent of tunicamycin response over DMSO baseline;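 active = at 10 µM dose, activation of 40% or more, normalized to positive control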;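 note: 100% = tunicamycin at 10 µg/mL and 0% = DMSO alone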
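Test system: CHO CHOP reporter cells. Input: 500 CHO-CHOP cells per well. Medium: F12 with 10% FBS. Technique: luciferase luminescence. Measure: percent activation relative to tunicamycin control. Dosing: 10 µM compound, 0.5% DMSO. Timing: 16-18 h cell attachment, then 6 h compound exposure, 37 °C.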
* = called active by the depositor.

SMILES	APJ ag	NALP3 yeast inh	TIM10 inh	NR3A LBD binder	Mdm2-MdmX inh	UPR XBP1 act	tim10-1 inh	tim23-1 inh	CHOP UPR activ
O=C(c1cnn2c(C(F)(F)F)cc(-c3cccs3)nc12)N1CCN(C(c2ccccc2)c2ccccc2)CC1	-4	11	14	-1	62*	5	20	26	4.1
COc1cc(NC(=O)C2CCN(S(=O)(=O)c3cccs3)CC2)cc(OC)c1	-4	3	-4	0	21	0	-5	-5	-1.9
O=C(Nc1ccc(N2CCCCC2)cc1)C(Cl)c1ccccc1 (stereo unspecified)	-1	50*	19	-19	-23	0	21	18	-1.1
COc1ccc(CSc2nc3ccccc3c(=O)n2CCCN2CCOCC2)cc1F	0	9	22	-1	15	2	37	1	-2.7
CC(=O)N1c2ccc(S(=O)(=O)N3CCCC3C(=O)NCc3ccccc3Cl)cc2CC1C (stereo unspecified)	-3	4	10	2	3	-2	17	10	-1.8
O=C(CSC(=S)N1CCCCC1)Nc1ncc2c(n1)CC(c1ccco1)CC2=O (stereo unspecified)	3	9	6	0	20	-4	23	-1	1.4
COc1ccc(CNC(=O)C2COc3ccccc3O2)c(OC)c1 (stereo unspecified)	-4	53*	13	1	14	4	11	18	3.5
COc1ccc(C2=NN(C(=O)CN3CCCC3)C(c3ccc(OC)cc3)C2)cc1 (stereo unspecified)	-3	19	-8	1	-5	-4	-12	-12	1.5
O=C1CCN(Cc2ccccc2)C=C1c1ccc2ccccc2c1	-2	19	19	1	-246	-1	18	50*	4.2
Cc1ccc(-n2cc3c(=O)n(C)c(=O)n(C)c3c2)cc1C	0	20	16	0	4	6	25	22	6.7
O=C(CSc1nc2ccccc2c(=O)n1Cc1ccc(Cl)cc1)NCc1cccs1	-5	18	18	-4	41	-3	25	12	-0.2
Cc1ccc(NC(=O)c2ccccn2)c(Br)c1	-2	15	12	4	-171	-2	16	15	5.5
COc1ccc2[nH]c(=O)c(CN(C(=O)c3cccnc3)c3ccccc3)cc2c1	-9	12	-4	-2	13	-5	2	7	-3.5
CCCCOc1ccc(/C(O)=C2/C(=O)C(=O)N(CCCOC)C2c2ccncc2)cc1 (stereo unspecified)	-4	22	-5	1	-4	0	-1	1	0.3
Cc1ccc(/C=C2/SC(=Nc3ccc(F)cc3)NC2=O)s1	-4	10	4	3	24	0	-27	13	1.8
CCN(Cc1cc2cc(C)ccc2[nH]c1=O)S(=O)(=O)c1ccccc1	2	-4	28	0	22	-3	14	13	0.0
O=S(=O)(Cc1ccccc1)NCc1ccccn1	-7	5	-10	2	-22	1	8	1	1.4
COc1ccc(CN2CCNC(=O)C2CC(=O)N(C)CC2CCOCC2)cc1OC (stereo unspecified)	3	12	3	3	-6	-6	-11	15	0.8
Nc1[nH]ncc1S(=O)(=O)c1ccccc1	6	17	-4	0	16	0	-6	-5	-0.6
Cc1ccc(C)c(NC(=O)C2CC(O)CN2C(=O)OC(C)(C)C)c1 (stereo unspecified)	-4	7	9	-1	9	-10	16	14	-0.7
O=C(NNC1=NCCC1)c1ccc(Br)cc1	-1	7	4	-1	-1	1	4	14	-0.9
N/C(=N\OC(=O)CCCc1ccccc1)c1ccc([N+](=O)[O-])cc1	0	-3	24	2	-11	0	46*	32	0.0
Cc1ccc(-c2nc(-c3cccnc3)sc2CC(=O)O)cc1	-8	13	6	1	1	-2	-5	8	1.4
CCOC(=O)c1cc(C)n(-c2ccc(Cl)cc2)c1C	-6	7	13	0	17	4	2	10	1.5

5 entries from above, arranged by SMILES length, low to high.
SMILES	APJ ag	NALP3 yeast inh	TIM10 inh	NR3A LBD binder	Mdm2-MdmX inh	UPR XBP1 act	tim10-1 inh	tim23-1 inh	CHOP UPR activ
O=C(NNC1=NCCC1)c1ccc(Br)cc1	-1	7	4	-1	-1	1	4	14	-0.9
Nc1[nH]ncc1S(=O)(=O)c1ccccc1	6	17	-4	0	16	0	-6	-5	-0.6
CCOC(=O)c1cc(C)n(-c2ccc(Cl)cc2)c1C	-6	7	13	0	17	4	2	10	1.5
Cc1ccc(/C=C2/SC(=Nc3ccc(F)cc3)NC2=O)s1	-4	10	4	3	24	0	-27	13	1.8
Cc1ccc(C)c(NC(=O)C2CC(O)CN2C(=O)OC(C)(C)C)c1 (stereo unspecified)	-4	7	9	-1	9	-10	16	14	-0.7

(listing goes on)
SMILES	APJ ag	NALP3 yeast inh	TIM10 inh	NR3A LBD binder	Mdm2-MdmX inh	UPR XBP1 act	tim10-1 inh	tim23-1 inh	CHOP UPR activ
COc1ccc(Cl)cc1-c1nc(SCC(N)=O)n[nH]1	0	-4	-30	-1	16	0	-12	-1	-0.1
CC(NC(=O)CNC(=O)c1cccs1)c1cccc(C(F)(F)F)c1 (stereo unspecified)	-3	14	4	2	5	-2	5	9	-1.7
O=C(Nc1ccc(Br)cn1)c1ccc(Br)s1	-3	18	10	8	-71	4	3	27	6.6
CCc1nnc(NC(=O)CSc2nnc(-c3ccoc3C)n2-c2cccc(C)c2)s1	-1	-3	16	-6	-2	-3	15	13	-2.1
CCCCCc1nnc(NC(=O)c2ccc(=O)n(C)n2)s1	0	-15	7	-1	-4	-1	19	13	0.3
CCCN(CCC)S(=O)(=O)c1cc2c3c(c1)CCN3C(=O)CC2	-3	16	-5	-1	6	-1	17	13	-0.7
O=C(NCC(c1ccco1)N1CCCCC1)c1ccc([N+](=O)[O-])s1 (stereo unspecified)	3	14	5	-2	5	0	22	17	0.2
CCn1cc([N+](=O)[O-])c(C(=O)Nc2ccc3c(c2)OCCO3)n1	1	12	13	0	-11	-4	17	26	-0.1
COc1cccc(S(=O)(=O)NCc2ccc3c(c2)OCO3)c1	-4	18	1	0	17	-1	14	6	-0.6
CC(=O)N1CCN(C(C)=O)C1c1ccccc1	-5	0	-3	1	-7	0	10	-5	-1.4
CCCc1nc2ccccc2c(C(=O)OCc2nnc(-c3cc(OC)c(OC)c(OC)c3)o2)c1CC	1	12	27	-3	16	1	8	10	-1.7
C=CCN(c1ccccc1)S(=O)(=O)c1cccc(C(=O)NCC(c2ccccc2OC)N2CCCC2)c1 (stereo unspecified)	7	3	6	-4	13	-2	2	3	3.2
CCn1c(C)cc(C)c(C#N)c1=O	0	12	-15	0	-5	-4	8	15	-0.8
COc1ccc(N(CC(=O)N/N=C/c2ccc(OC)c(OC)c2)S(=O)(=O)c2ccccc2)cc1	-2	17	-11	0	18	0	6	8	-0.4
O=C(c1ccco1)N1CCN(C(=O)c2cn(-c3ccccc3)nc2-c2ccc(F)cc2)CC1	-6	-2	17	1	-14	3	20	25	4.1
CCOC(=O)c1csc(NC(=O)c2ccc(C#N)cc2)n1	-3	-3	-3	-2	4	2	-21	-11	-1.1
CCOC(=O)CS(=O)(=O)c1ccccc1	3	-16	7	3	9	-2	7	12	1.6
COc1ccc(NC(=O)CSc2ccc3c4c(cccc24)C(=O)c2ccccc2-3)cc1	6	17	-33	4	58*	6	15	-3	2.0
CS(=O)(=O)N1CCC(C(=O)Nc2ccccc2Sc2ccccc2)CC1	7	2	6	2	-12	0	17	20	-0.5
Nc1nc(Nc2ccccc2)nc(N2CCOCC2)c1[N+](=O)[O-]	-1	22	20	1	5	0	-9	10	2.9
CC1CCN(Cc2c(C(=O)N3CCc4ccccc4C3)nc3ccc(Cl)cn23)CC1	9	27	10	-1	-17	-3	11	31	1.4
Cc1ccc(N2CCN(c3ccc([N+](=O)[O-])cn3)CC2)c(C)c1	0	15	-4	-1	38	-4	2	10	1.1
Fc1ccc(CNC(=S)NCc2cccc(Cl)c2)cc1	0	14	18	1	2	-5	21	20	0.0
CCOC(=O)c1nc2sc3c(c2c(=O)[nH]1)CCCC3	-4	15	-15	-4	-3	-2	7	5	1.3
CCN1C(=O)CSc2ccc(C(=O)NCc3ccccc3OC)cc21	-2	12	17	-1	12	0	20	21	0.0
COc1ccc(C(C(=O)NCC2CCCO2)N(C(=O)CNC(=O)c2cccs2)c2ccc(C)cc2)cc1OC (stereo unspecified)	0	4	2	0	-19	0	13	13	-2.4
Cc1cc(SCc2cccc([N+](=O)[O-])c2)nc(=O)[nH]1	-4	-8	-1	4	3	-6	-4	17	-0.9
Cc1ccc(-n2ncc3c(=O)[nH]c(SCC(=O)N4CCCC4)nc32)cc1C	-4	-1	4	2	-1	-1	11	3	-2.2
COc1cccc(-c2nc(CS(=O)(=O)CC(=O)Nc3cc(C)ccc3C)c(C)o2)c1	-5	3	-5	-1	26	-2	9	7	4.7
OC(COc1ccc2cc(Br)ccc2c1)CN1CCN(c2ccccn2)CC1 (stereo unspecified)	-3	47	39	-8	29	-1	41*	7	-0.8
COc1ccc(-c2nc3ccccc3c(=O)n2CCCN2CCOCC2)cc1	-4	-6	2	1	6	-2	10	8	2.0
C=CCC1(C(=O)NCCO)CCN(C(=O)OC(C)(C)C)CC1	-3	-5	-13	-1	-18	-3	8	-2	1.0
CNC(=O)NC(=S)NC(=O)c1ccccc1Cl	-4	14	5	1	-39	0	-3	6	-0.6
Cc1n[nH]c(C)c1CCC(=O)N/N=C/C=C/c1ccccc1	-5	2	4	-1	11	3	11	6	-0.9
CC(C)[C@H](NS(=O)(=O)c1ccccc1)C(=O)OCC(=O)NC1CCCCC1	-7	8	12	1	12	0	-9	4	0.7
COc1ccc(NC(=O)COC(=O)c2ccc3c(c2)OCCO3)cc1OC	-2	7	12	6	29	2	14	19	0.2
O=C(NCCc1ccccn1)C(F)(F)C(F)(F)C(F)(F)C(F)(F)C(F)(F)C(F)F	0	23	5	-2	-17	0	26	0	-1.1
O=C(Nc1ccc(OCc2ccccc2)cc1)c1ccccc1	-1	12	-6	-7	-3	1	17	-11	3.7
Cc1ccc(CNC(=O)CCC2CCCN(Cc3cccc4cccnc34)C2)o1 (stereo unspecified)	-1	-5	3	-5	29	-5	3	9	0.4
O=C(Nc1ccc(Cl)c([N+](=O)[O-])c1)c1ccc2c(c1)OCCO2	0	-8	11	2	-134	1	35	7	5.9
Cc1cc(=O)n2nc(-c3ccc(C(F)(F)F)cc3)sc2n1	-4	32	5	-1	-35	-1	5	13	1.4
CC(=O)c1cc(C(=O)N2CCCC(CCC(=O)N(C)CCc3ccccn3)C2)cs1 (stereo unspecified)	-1	-1	-1	-5	25	2	24	17	-1.7
O=C(O)c1ccccc1N/N=C/c1c(Sc2nnnn2-c2ccccc2)nc2ccccn2c1=O	-2	15	-2	12*	13	-3	3	19	2.0
CC(C)c1ccc(NC2CCCN(C(=O)CCN3Cc4ccccc4C3=O)C2)cc1 (stereo unspecified)	-3	13	13	0	11	-2	18	14	-1.7
COc1ccc(CNC(=O)CCn2c(=O)c3cccn3c3ccc(F)cc32)cc1	0	11	-2	1	-34	-3	13	14	3.7
O=C(NCCN1CCOCC1)c1cccs1	-5	1	-5	0	-24	-5	-7	6	-0.9
